Screening results (PubChem)
FXIa inh = blocks human coagulation factor XIa protease activity | P03951 | purified FXIa, Boc-Glu-Ala-Arg-AMC fluorogenic substrate | inhibition, % at 5 µM | 220,000 compounds, 0.14% hits | AID 798;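 active means inhibition of at least 40%; inactive means inhibition below 40%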;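 further: fluorescence of freed AMC excited at 355 nm; 0% = enzyme without compound and 100% = no enzyme blank; many of its hits are not listed in these tables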
Hck Nef HTS = inhibitors of human Hck kinase activated by Nef. P08631. Recombinant Hck-YEEI plus Nef, Z-Lyte FRET kinase assay. inhibition, % at 20 µM. 220,000 compounds, 0.68% hits. AID 463187;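 active means Hck-Nef kinase inhibition above about 50%, limit read from the data; inactive means inhibition below that limit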;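 further: 0% = DMSO with Hck plus Nef and 100% = Hck alone without Nef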
Target sequence (P08631 whole entry, looked up): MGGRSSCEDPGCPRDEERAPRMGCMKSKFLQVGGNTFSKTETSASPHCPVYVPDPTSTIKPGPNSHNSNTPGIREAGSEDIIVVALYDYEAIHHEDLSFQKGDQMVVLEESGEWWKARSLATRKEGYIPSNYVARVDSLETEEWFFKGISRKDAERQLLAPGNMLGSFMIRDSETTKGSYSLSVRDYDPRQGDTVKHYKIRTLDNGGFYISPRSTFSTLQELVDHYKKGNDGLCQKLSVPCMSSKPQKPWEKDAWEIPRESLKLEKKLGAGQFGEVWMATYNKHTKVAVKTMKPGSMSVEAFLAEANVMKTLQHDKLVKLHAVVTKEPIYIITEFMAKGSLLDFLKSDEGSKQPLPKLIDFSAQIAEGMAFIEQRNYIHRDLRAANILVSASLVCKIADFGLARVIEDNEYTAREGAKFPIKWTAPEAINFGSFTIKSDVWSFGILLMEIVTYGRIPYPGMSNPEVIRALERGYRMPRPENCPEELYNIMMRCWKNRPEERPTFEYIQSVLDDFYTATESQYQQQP
Thrombin inh = inhibitors of human thrombin. P00734. alpha-thrombin, Boc-VPR-AMC fluorogenic substrate cleavage. inhibition, % at 5 µM. 220,000 compounds, 0.26% hits. AID 1046;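 active means inhibition at or above 40%; inactive means inhibition below 40%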;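 further: 0% = enzyme with no compound and 100% = wells without enzyme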
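Material: human alpha-thrombin protein; Also added: Boc-VPR-AMC substrate, 15 µM final; Timing: enzyme reaction carried out at room temperature; Signal: fluorescence, ex 355 nm, em 460 nm; Measure: % inhibition of thrombin; Controls: enzyme without compound as high, wells lacking enzyme as low.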
Rad51 HR inh = blocks human Rad51 in homologous recombination | hRad51 DNA strand exchange, fluorescence dequenching | inhibition, % at 10 µM | 200,000 compounds, 0.085% hits | AID 1385;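 active means inhibition above 40% at the single screening dose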;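 further: 0% = DMSO control wells and 100% = blanks with heterologous ssDNA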
Target sequence (Q06609 whole entry, looked up): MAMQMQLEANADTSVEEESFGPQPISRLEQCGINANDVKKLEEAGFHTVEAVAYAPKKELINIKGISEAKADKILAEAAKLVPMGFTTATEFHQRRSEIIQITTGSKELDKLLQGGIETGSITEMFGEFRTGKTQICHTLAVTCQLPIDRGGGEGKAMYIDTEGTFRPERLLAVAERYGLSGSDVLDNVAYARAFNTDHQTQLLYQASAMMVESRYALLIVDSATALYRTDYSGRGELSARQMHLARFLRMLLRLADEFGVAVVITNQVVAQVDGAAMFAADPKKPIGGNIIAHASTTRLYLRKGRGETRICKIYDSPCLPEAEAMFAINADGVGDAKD
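Read-out basis: percent inhibition relative to plate controls and blanks / Assay system: human Rad51 nucleoprotein filaments preassembled on unlabelled ssDNA / Timing: filaments 15 min 37 °C, then compound 30 min / Control set: per-plate controls and blanks / Technique: fluorescence dequenching at 485/520 nm / Compound: 10 µM final, single point / Also added: Fluorescein- and BHQ1-tagged 47-mer duplex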
zVAD death inh = L929 zVAD cell death inhibition; L929 zVAD necroptosis rescue, ATP luminescence, 24 h; with zVAD 60 µM; viability rescue, % at 10 µM; 220,000 compounds, 0.38% hits; AID 1377;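 active means activation, scaled between plate controls, above about 75%, limit read from the data; inactive means activation under that limit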;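 further: 0% = zVAD with DMSO and 100% = DMSO alone without zVAD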
KCC2 mod = modulators of human KCC2 chloride dependent transport. 190,000 compounds, 2.2% hits. AID 1456. B-score of Tl+ flux slope (higher = more flux/activation; lower = inhibition) at 10 µM. KCC2 cells, thallium flux FluoZin-2 fluorescence;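 active means thallium flux slope and its plate-corrected score both differing from the plate sample mean at a set confidence after two filtering rounds, in either direction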;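 further: slope of fluorescence scaled to starting intensity during 10 to 20 s after thallium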
TNF necrop inh = blocks TNF-alpha induced death of Jurkat FADD-/- cells; Jurkat FADD-/- TNF necroptosis rescue, ATP luminescence, 24 h; 0 = TNF only, 100 = no-TNF cells; 220,000 compounds, 0.068% hits; AID 463075; activation (protection from cell death), % at 10 µM;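 active means activation, meaning protection from cell death, of at least 50% relative to plate controls; inactive means activation below 50%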;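 further: necroptosis triggered by 40 ng/mL TNF-alpha added together with compound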
KLK5 inh = inhibitors of human kallikrein 5 | 210,000 compounds, 0.59% hits | Q9Y337 | inhibition, % at 5 µM | recombinant hK5, fluorogenic AMC substrate cleavage;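 active means inhibition of 40% or more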;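 further: 0% = enzyme controls without compound and 100% = no-enzyme blanks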
Target sequence (Q9Y337 67-293 limits assumed): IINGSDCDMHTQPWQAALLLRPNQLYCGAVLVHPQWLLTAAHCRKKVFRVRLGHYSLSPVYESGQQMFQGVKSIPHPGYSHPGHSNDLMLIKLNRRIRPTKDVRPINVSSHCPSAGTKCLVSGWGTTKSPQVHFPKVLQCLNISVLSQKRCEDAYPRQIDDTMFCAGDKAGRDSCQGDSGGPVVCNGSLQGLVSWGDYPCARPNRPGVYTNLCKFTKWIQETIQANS
FXIIa inh = factor XIIa (human) inhibition | purified FXIIa, Boc-QGR-AMC fluorogenic substrate, 2 h | inhibition, % at 5 µM | 220,000 compounds, 0.3% hits | P00748; in the data active means inhibition above about 40%;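 further: 0% = enzyme with no compound and 100% = blank without enzyme; many of its hits are not listed in these tables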
* marks the source's active call; other numbers are inactive results.

Sample of the layout (three entries):
For COCCCNC(=S)NNC(=O)Cn1nc(C)c(Br)c1C the results were FXIa inh 16, Hck Nef HTS -3, Thrombin inh -5, Rad51 HR inh -6, zVAD death inh -0.3, KCC2 mod -0.057, TNF necrop inh -1.9, KLK5 inh 1 and FXIIa inh 15.
`COc1cccc(NC2=C(C#N)C(=O)NC(c3cccc(OC)c3O)S2)c1` (stereo not drawn) gave FXIa inh -1, Hck Nef HTS 5, Thrombin inh 5, Rad51 HR inh 7, zVAD death inh 1.3, KCC2 mod -1.5, TNF necrop inh 0.0, KLK5 inh -5 and FXIIa inh 4.
`O=C(CN(C(=O)c1ccccc1Cl)N1C(=O)CCCC1=O)c1ccc(Cl)cc1` gave FXIa inh -7, Hck Nef HTS 1, Thrombin inh -1, Rad51 HR inh -18, zVAD death inh 3.2, KCC2 mod 0.22, TNF necrop inh 0.1, KLK5 inh -12 and FXIIa inh 0.

Results, from the start:
For COCCCNC(=S)NNC(=O)Cn1nc(C)c(Br)c1C the results were FXIa inh 16, Hck Nef HTS -3, Thrombin inh -5, Rad51 HR inh -6, zVAD death inh -0.3, KCC2 mod -0.057, TNF necrop inh -1.9, KLK5 inh 1 and FXIIa inh 15.
`COc1cccc(NC2=C(C#N)C(=O)NC(c3cccc(OC)c3O)S2)c1` (stereo not drawn) gave FXIa inh -1, Hck Nef HTS 5, Thrombin inh 5, Rad51 HR inh 7, zVAD death inh 1.3, KCC2 mod -1.5, TNF necrop inh 0.0, KLK5 inh -5 and FXIIa inh 4.
`O=C(CN(C(=O)c1ccccc1Cl)N1C(=O)CCCC1=O)c1ccc(Cl)cc1` gave FXIa inh -7, Hck Nef HTS 1, Thrombin inh -1, Rad51 HR inh -18, zVAD death inh 3.2, KCC2 mod 0.22, TNF necrop inh 0.1, KLK5 inh -12 and FXIIa inh 0.
`CCC(CC)C(=O)N1CCN(c2ccccc2)CC1` gave FXIa inh 3, Hck Nef HTS 38, Thrombin inh -4, Rad51 HR inh -2, zVAD death inh 3.1, KCC2 mod 0.44, TNF necrop inh -0.2, KLK5 inh 2 and FXIIa inh 10.
CC(C)c1ccc(-c2c(C#N)c(N)nc3c2CCCCC3)cc1 was read as FXIa inh 8, Hck Nef HTS -15, Thrombin inh 0, Rad51 HR inh 4, zVAD death inh -0.9, KCC2 mod -0.28, TNF necrop inh -0.5, KLK5 inh -24 and FXIIa inh 9.
For Cc1ccc(NC(=O)CSCC(=O)N2CCOCC2)cc1 the results were FXIa inh -1, Hck Nef HTS 1, Thrombin inh -3, Rad51 HR inh -15, zVAD death inh -0.8, KCC2 mod -0.047, TNF necrop inh -2.1, KLK5 inh -12 and FXIIa inh 10.
`O=C(CSc1ncn[nH]1)N1N=C2/C(=C/c3ccco3)CCCC2C1c1ccco1` (stereo not drawn) gave FXIa inh 0, Hck Nef HTS -3, Thrombin inh 1, Rad51 HR inh 0, zVAD death inh 1.2, KCC2 mod 0.46, TNF necrop inh 1.1, KLK5 inh -1 and FXIIa inh 8.
`COC(=O)COc1ccc2occ(C(C)=O)c2c1` gave FXIa inh -14, Hck Nef HTS 0, Thrombin inh -1, Rad51 HR inh -7, zVAD death inh 1.2, TNF necrop inh 1.1, KLK5 inh 4 and FXIIa inh -3.
`COc1ccc(C(=O)NC(=S)NNC(=O)c2ccc(NC(C)=O)cc2)cc1Br` gave FXIa inh -7, Hck Nef HTS 23, Thrombin inh -7, Rad51 HR inh -112, zVAD death inh -1.9, TNF necrop inh 1.0, KLK5 inh -22 and FXIIa inh -4.
Screening O=C(Nc1ccccn1)c1ccc(S(=O)(=O)c2ccc(Cl)cc2)cc1 returned FXIa inh -5, Hck Nef HTS 16, Thrombin inh -4, zVAD death inh 1.9, KCC2 mod -0.5, TNF necrop inh 2.1, KLK5 inh -4 and FXIIa inh 0.
For CCCCCC(=O)Nc1cccc(C2=NOC3(C2)C[C@H](C(N)=O)N(C(=O)COc2ccc(Cl)cc2)C3)c1 (stereo partly drawn) the results were FXIa inh -3, Hck Nef HTS 25, Thrombin inh -6, Rad51 HR inh -5, zVAD death inh 0.3, KCC2 mod 0.021, TNF necrop inh -5.1, KLK5 inh -3 and FXIIa inh 2.
For COc1cccc(CNCc2ccc(SC)cc2)c1OC the results were FXIa inh -1, Hck Nef HTS 3, Thrombin inh 2, Rad51 HR inh 0, zVAD death inh 0.2, KCC2 mod 0.33, TNF necrop inh -0.7, KLK5 inh -4 and FXIIa inh 9.
`Cc1ccc(CSc2nnc(SCC(=O)N/N=C/C=C/c3ccco3)s2)cc1` gave FXIa inh 2, Hck Nef HTS 0, Thrombin inh -5, Rad51 HR inh -5, zVAD death inh 3.7, KCC2 mod 0.87, TNF necrop inh 0.1, KLK5 inh -12 and FXIIa inh 14.
CCOC(=O)Cn1ncn(-c2ccc(OC(F)(F)F)cc2)c1=O was read as FXIa inh 2, Hck Nef HTS 12, Thrombin inh 2, zVAD death inh 0.5, KCC2 mod 0.4, TNF necrop inh 0.8 and FXIIa inh 12.
CCOc1ccc(-n2c(O)c(/C=N/c3ccnn3Cc3ccncc3)c3ccccc3c2=O)cc1 was read as FXIa inh -4, Hck Nef HTS -14, Thrombin inh 2, Rad51 HR inh 0, zVAD death inh -0.2, KCC2 mod 0.89, TNF necrop inh -1.1, KLK5 inh -10 and FXIIa inh 4.
`O=C(CCc1ccccc1)Nc1ccc(NC(=O)c2ccco2)nc1` gave FXIa inh 4, Hck Nef HTS 7, Thrombin inh 3, Rad51 HR inh 2, zVAD death inh 0.0, KCC2 mod -1.1, TNF necrop inh 0.8, KLK5 inh -5 and FXIIa inh 19.
`CCC(CC)C(=O)Nc1nnc(-c2cccs2)s1` gave FXIa inh 1, Hck Nef HTS 0, Thrombin inh 3, Rad51 HR inh 13, zVAD death inh 0.0, KCC2 mod 0.96, TNF necrop inh 2.7, KLK5 inh 5 and FXIIa inh 12.
Screening COc1cc(C(=O)O)ccc1O returned FXIa inh 8, Hck Nef HTS -3, Thrombin inh 1, Rad51 HR inh 4, zVAD death inh 5.2, KCC2 mod 1.4, TNF necrop inh 2.6, KLK5 inh -4 and FXIIa inh 15.
Screening O=C(COc1ncnc2ccccc12)Nc1cc(S(=O)(=O)N2CCOCC2)ccc1Cl returned FXIa inh -13, Hck Nef HTS -2, Thrombin inh 2, Rad51 HR inh -12, zVAD death inh -0.2, KCC2 mod 0.26, TNF necrop inh 1.4, KLK5 inh 33 and FXIIa inh 3.
Screening CCOc1ccc2c(c1)c(N=NC(N)=S)c(O)n2C returned FXIa inh -5, Hck Nef HTS 3, Thrombin inh -4, Rad51 HR inh 8, zVAD death inh -0.3, KCC2 mod 8.2*, TNF necrop inh -6.6, KLK5 inh 5 and FXIIa inh 4.
`Nc1ccc(N2CCN(C(=O)c3cccs3)CC2)cc1` gave FXIa inh -4, Hck Nef HTS 2, Thrombin inh -2, Rad51 HR inh 3, zVAD death inh -0.5, TNF necrop inh -7.6, KLK5 inh -8 and FXIIa inh 14.
Screening N#CCSc1nnc(Nc2ccccc2)s1 returned FXIa inh -1, Hck Nef HTS 2, Thrombin inh -1, Rad51 HR inh 2, zVAD death inh 0.4, KCC2 mod -0.77, TNF necrop inh 1.2, KLK5 inh -10 and FXIIa inh 1.
N#CCC(=O)N1CCCCCC1 was read as FXIa inh 14, Hck Nef HTS 3, Thrombin inh 1, zVAD death inh 0.0, KCC2 mod 1.3, TNF necrop inh -2.2, KLK5 inh -12 and FXIIa inh 8.
`CCCCCC(O)CCC(=O)NNC1=CC(=O)CC(C)(C)C1` (stereo not drawn) gave FXIa inh 6, Hck Nef HTS 13, Thrombin inh -2, Rad51 HR inh -12, zVAD death inh -0.5, KCC2 mod 1.9, TNF necrop inh -0.2, KLK5 inh -2 and FXIIa inh 9.
For Cc1ccc(CC2SC(=O)NC2=O)cc1Cl (stereo not drawn) the results were FXIa inh 7, Hck Nef HTS -12, Thrombin inh 3, Rad51 HR inh 13, zVAD death inh 84*, KCC2 mod -2.5, TNF necrop inh 20, KLK5 inh -24 and FXIIa inh 9.
For Cc1cccc(NC(=S)N(CCCN2CCOCC2)C(C)c2cc3ccccc3o2)c1 (stereo not drawn) the results were FXIa inh 0, Hck Nef HTS -6, Thrombin inh 2, Rad51 HR inh -2, zVAD death inh -1.2, KCC2 mod -1.8, TNF necrop inh -2.6, KLK5 inh -10 and FXIIa inh 3.
O=S(=O)(NCCc1cn2ccccc2n1)c1cccs1 was read as FXIa inh 0, Hck Nef HTS 0, Thrombin inh -9, Rad51 HR inh 3, zVAD death inh 1.4, KCC2 mod 0.54, TNF necrop inh 1.1, KLK5 inh -26 and FXIIa inh 10.
Screening COc1ccccc1CN(C(=O)CCl)C(C(=O)NC1CCCCC1)c1ccncc1 (stereo not drawn) returned FXIa inh 8, Hck Nef HTS 3, Thrombin inh -7, Rad51 HR inh -4, zVAD death inh 1.0, KCC2 mod 1.3, TNF necrop inh 0.7, KLK5 inh -19 and FXIIa inh 6.
Screening CCC1S/C(=N/N=C/c2cccs2)NC1=O (stereo not drawn) returned FXIa inh 4, Hck Nef HTS 1, Thrombin inh 2, Rad51 HR inh -5, zVAD death inh 0.4, KCC2 mod -1.2, TNF necrop inh -2.0, KLK5 inh 0 and FXIIa inh 15.
`COc1ccc(-c2cc(C(=O)Nc3nc4ccccc4s3)c3ccccc3n2)cc1OC` gave FXIa inh -2, Hck Nef HTS 3, Thrombin inh -2, Rad51 HR inh -2, zVAD death inh 1.1, KCC2 mod 1.8, TNF necrop inh 1.5, KLK5 inh -16 and FXIIa inh 5.
CC(C)CC(=O)N1CCN(CC2CC=CCC2)CC1 (stereo not drawn) was read as FXIa inh 4, Hck Nef HTS 5, Thrombin inh -2, Rad51 HR inh -2, zVAD death inh 0.0, KCC2 mod 0.48, TNF necrop inh -0.5, KLK5 inh -5 and FXIIa inh 13.
For CCCOC(=O)c1cccc(Nc2nc(-c3cccnc3)nc3ccccc23)c1 the results were FXIa inh 2, Hck Nef HTS -1, Thrombin inh -5, Rad51 HR inh 6, zVAD death inh 10, KCC2 mod -0.36, TNF necrop inh 4.1, KLK5 inh -15 and FXIIa inh -1.
`CC(C)(C)N=Cc1cc(-c2ccccc2)sc1O` gave FXIa inh 11, Hck Nef HTS 1, Thrombin inh 21, Rad51 HR inh 6, zVAD death inh 1.2, KCC2 mod -0.64, TNF necrop inh 0.8, KLK5 inh 38 and FXIIa inh 16.
Screening O=C(COc1ccccc1)NCC(=O)Nc1cccc2ccccc12 returned FXIa inh -10, Hck Nef HTS 2, Thrombin inh -8, Rad51 HR inh 1, zVAD death inh 1.3, KCC2 mod -0.72, TNF necrop inh 1.6, KLK5 inh -5 and FXIIa inh 2.
`COC(C[C@@H]1O[C@@H]1[C@@H](O)[C@H](C)OCc1ccccc1)OC` gave FXIa inh -5, Hck Nef HTS 28, Thrombin inh -4, Rad51 HR inh -3, zVAD death inh -0.4, KCC2 mod 0.15, TNF necrop inh 0.8, KLK5 inh -4 and FXIIa inh 8.
Cc1ccc(SCCC(=O)N2CCC(C(N)=O)CC2)cc1 was read as FXIa inh -6, Hck Nef HTS 0, Thrombin inh -14, Rad51 HR inh 4, zVAD death inh 0.7, KCC2 mod 1.1, TNF necrop inh 0.4, KLK5 inh -10 and FXIIa inh 14.

A portion of the library, so the mix of outcomes need not match the whole.
